RXFP1 agonist = RXFP1 (human) receptor agonism. Potency, µM (titrated, usually from 57.5 µM), inactives show at the highest dose activation, hits mostly activators. AID 2676. 370,000 tested, 0.3% active. HEK293T-RXFP1 cAMP TR-FRET, 30 min; response scale: percent of porcine relaxin response, buffer zero. Q9HBX9; note: potency is the fitted concentration of half-maximal effect; % is set by controls: 0 for no effect and ±100 for the full control effect; nearly all actives have a fitted effect of over 60% in size; many of its hits are not listed in these tables
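HEK293T cells stably expressing RXFP1 were pretreated with the PDE4 inhibitor Ro 20174, exposed to compounds for 30 min at 37C, lysed, and cAMP was read by TR-FRET. Data normalized to buffer (basal) and 29 nM porcine relaxin (100%).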
D2 potentiator = positively modulates the human D2 dopamine receptor allosterically | HEK293 T-REx D2, calcium flux, EC20 dopamine potentiation | potentiation, % at 10 µM | 340,000 tested, 0.34% active | P14416 | AID 485347;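 active = potentiation over 3 SD above the plate norm, cut at about 30% in these data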; note: 0% is about no effect
Target sequence (P14416 whole entry, looked up): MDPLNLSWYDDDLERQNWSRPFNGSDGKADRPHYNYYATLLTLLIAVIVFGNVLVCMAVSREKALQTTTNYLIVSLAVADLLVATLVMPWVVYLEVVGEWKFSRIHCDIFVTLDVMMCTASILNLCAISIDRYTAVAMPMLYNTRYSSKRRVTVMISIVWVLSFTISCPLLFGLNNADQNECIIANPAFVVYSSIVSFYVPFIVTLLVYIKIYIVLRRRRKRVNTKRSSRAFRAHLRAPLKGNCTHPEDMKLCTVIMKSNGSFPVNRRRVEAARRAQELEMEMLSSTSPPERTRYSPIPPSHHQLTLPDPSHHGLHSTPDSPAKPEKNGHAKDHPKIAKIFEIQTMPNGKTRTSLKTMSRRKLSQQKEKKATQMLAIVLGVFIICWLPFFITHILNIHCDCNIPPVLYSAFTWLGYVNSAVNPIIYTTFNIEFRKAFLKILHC
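Primary screen. Calcium kinetics in induced HEK293 T-REx D2 cells: compound pre-addition 180 s, EC20 dopamine, 180 s more.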
TRHR PAM = TRH receptor (human) allosteric enhancement; enhancement, % at 2 µM; 360,000 tested, 0.66% active; TRHR cells, fluo-8 calcium fluorescence, EC20 TRH enhancement; AID 493056; P34981; in the data active = enhancement above about 30%; note: 0% is about no effect
Target sequence (P34981 whole entry, looked up): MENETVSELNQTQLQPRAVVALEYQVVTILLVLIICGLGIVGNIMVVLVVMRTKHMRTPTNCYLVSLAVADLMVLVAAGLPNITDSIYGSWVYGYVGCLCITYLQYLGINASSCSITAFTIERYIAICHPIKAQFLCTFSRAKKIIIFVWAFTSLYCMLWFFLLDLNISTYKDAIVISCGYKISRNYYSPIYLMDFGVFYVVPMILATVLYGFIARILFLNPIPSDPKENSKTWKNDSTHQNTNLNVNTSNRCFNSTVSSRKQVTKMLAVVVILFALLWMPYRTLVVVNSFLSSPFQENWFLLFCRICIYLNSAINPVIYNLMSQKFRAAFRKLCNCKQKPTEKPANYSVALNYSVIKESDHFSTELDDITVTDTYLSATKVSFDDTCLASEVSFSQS
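TRHR-expressing cells loaded with fluo-8 calcium dye were read kinetically (ex 480/em 530) during compound addition, then stimulated with an EC20 of TRH (10 nM final). Enhancement of the Gq-mediated intracellular calcium response was scored.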
Anesthetic bind = binds horse apoferritin like a general anesthetic; P02791; apoferritin/1-aminoanthracene competitive binding, fluorescence; Potency, µM (top dose mostly 77.5 µM), inactives show at the top dose activity change, negative = displacement, usual class: inhibitors; 350,000 tested, 0.074% active; AID 485281; note: potency is the fitted concentration of half-maximal effect; % is set by controls: 0 for no effect and ±100 for the full control effect; nearly all actives have a fitted effect of over 20% in size
Target sequence (P02791 2-175 limits assumed): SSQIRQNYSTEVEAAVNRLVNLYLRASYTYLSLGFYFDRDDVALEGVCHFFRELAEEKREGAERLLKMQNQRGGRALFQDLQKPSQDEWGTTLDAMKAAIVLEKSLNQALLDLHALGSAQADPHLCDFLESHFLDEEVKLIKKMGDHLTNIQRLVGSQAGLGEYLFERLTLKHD
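In PBS, apoferritin at 10 uM is loaded with 1-AMA from a 50% saturated solution. After 10 min of compound exposure at ambient temperature, reduced 535 nm fluorescence indicates probe displacement.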
RXFP1 antagonist = antagonists of human relaxin receptor RXFP1 | HEK293-RXFP1, relaxin-stimulated cAMP HTRF, 30 min; hits give low values | activity change, negative = inhibition, % at 57.5 µM | 350,000 tested, 0.59% active | AID 1259400 | Q9HBX9;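 active = activity change of -60% or lower, but not beyond a set lower limit; inconclusive = change between -60% and -40%, or beyond the set limit; inactive = change above -40%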; note: % is set by controls: 0 for no effect and ±100 for the full control effect
TRHR ag = activates the human TRH receptor; P34981; TRHR cells, calcium flux fluo-8, FDSS agonist mode; activation, % at 2 µM; 360,000 tested, 0.18% active; in the data active = activation above about 30%; note: 0% is about no effect
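Read-out: compound-evoked intracellular calcium rise in TRHR cells, fluo-8 dye, kinetic FDSS fluorescence at 1 s/cycle following a 10-cycle baseline. Cells cultured overnight before dye loading (30 min–1.5 h, RT).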
D1 PAM = human D1 dopamine receptor positive modulation; P21728; HEK293 TREx D1 cells, calcium flux, dopamine EC20 potentiation; potentiation, % at 10 µM; 360,000 tested, 0.036% active; AID 504651; in the data active = potentiation above about 30%; note: 0% is about no effect
D1 ag = human D1 receptor agonism; activation, % at 2 µM; AID 504660; 360,000 tested, 1% active; HEK293 T-REx D1 cells, calcium flux, agonist mode; P21728; in the data active = activation above about 30%; note: 0% is about no effect
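Inducible HEK293 T-REx D1 cells, force-coupled to calcium signalling, were plated at 4000 cells/well with tetracycline and held overnight at 30 C. After no-wash calcium dye loading, compound-evoked calcium rise over 180 s flagged agonists.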
D1 antagonist = blocks dopamine activation of the human D1 receptor; AID 504652; HEK293 TREx D1 cells, calcium flux, dopamine EC80; hits give low values; 360,000 tested, 3.2% active; activity change, negative = inhibition, % at 10 µM; P21728; in the data active = activity change below about -30%; note: % is set by controls: 0 for no effect and ±100 for the full control effect
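Kinetic fluorescence of a calcium dye serves as the read-out. D1-expressing Hek293 Trex cells, induced overnight at 30 C, are exposed to compound for 180 s before an EC80 dopamine addition, then read 180 s further.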
* marks the source's active call; other numbers are inactive results; u = inconclusive; x = no result given; [ ] = remark or other dose. Unless noted, calls come from the whole dose curve; as a rule, active = well fitted curve in the direction sought with a large enough effect; inconclusive = small, poorly fitted or top-dose-only effect, or another doubt; inactive = no such curve, though single readings can be large; an effect the other way counts as inactive or inconclusive. A portion of the library; count on the stated rates, not on these rows.

SMILES	RXFP1 agonist	D2 potentiator	TRHR PAM	Anesthetic bind	RXFP1 antagonist	TRHR ag	D1 PAM	D1 ag	D1 antagonist
C#CCOc1c(Br)cc(/C=N\NC(=O)CN2CCOCC2)cc1OCC	0.8%	-4	1	u	1	0.6	-2	2	-9
CC(=O)Nc1cc(-c2nc3ccccc3o2)ccc1Cl	0.3%	7	-6	-2%	-1	-0.5	-3	11	11
COc1ccc(Nc2nnc(Cc3ccccc3)c(=O)[nH]2)c(OC)c1	1.2%	-11	-5	-19%	-8	0.1	-4	1	-19
CCOC(=O)N1CCN(C(=O)C2CCN(S(=O)(=O)c3cc(C)ccc3OC)CC2)CC1	-0.2%	-2	0	-7%	6	-0.1	-4	1	-6
CC(C)C(C(=O)NCc1ccco1)N(CC1CCCO1)C(=O)CNS(=O)(=O)c1ccccc1 (stereo unspecified)	0.6%	2	-2	-4%	-12	-3.5	-3	0	-1
CCCN1C(=O)CN(C2CCCCC2)C(=O)C1c1ccc(OC)c(OC)c1 (stereo unspecified)	-1.4%	16	-4	2%	-5	-0.1	-1	-4	-13
O=C1c2ccccc2C(=O)N1c1cccc(-c2csc(Nc3ccc4c(c3)OCO4)n2)c1	5.0%	13	-2	13%	x	-1.1	-4	1	-16
O=C1c2oc3ccc(Cl)cc3c(=O)c2C(c2cccnc2)N1Cc1ccco1 (stereo unspecified)	4.8%	2	-8	-10%	x	0.4	-7	4	-13
COc1ccc2c(Sc3ccccc3)c(C(=O)NCC(C)c3ccccc3)[nH]c2c1 (stereo unspecified)	u	-5	2	-13%	-3	0.7	-2	4	-5
N=C(N)c1ccc(N)cc1	-0.1%	13	0	x	x	0.0	-4	-1	18
CCN(CC)c1ccc(N=CN2CCOCC2)cc1	2.4%	-9	0	-7%	-13	0.4	-4	4	22
COc1ccc(C2=CC3=C(Br)C(=O)C(C)(OC(=O)C4CCCC4)C(=O)C3=CO2)cc1 (stereo unspecified)	0.0%	-13	-6	-5%	x	4.5	0	7	14
CCOC(=O)c1sc2ccccc2c1S(=O)(=O)NCc1ccccc1OC	13%	-6	1	4%	-9	1.2	-4	6	-5
CC(Sc1nc(-c2ccccc2)cc(C(F)(F)F)n1)C(=O)O (stereo unspecified)	-1.3%	18	9	-12%	3	0.0	4	1	0
CC(C)=CCN1CCN(Cc2cccn2-c2ccccn2)CC1CCO (stereo unspecified)	1.2%	-5	-3	-2%	-11	-1.1	4	15	-4
CCOC(=O)/C(CCC[N+](C)(CC)CC)=N\O	-1.4%	-3	4	-3%	-5	0.9	-10	2	-2
Cc1ccc(CNC(=O)c2c(O)nc3c(C)cccn3c2=O)cc1	0.3%	12	1	-4%	-6	0.5	0	1	16
COc1cc(C(=O)N/N=C/c2ccc(OC(=O)c3ccccc3Cl)cc2)ccc1O	-0.4%	20	53*	-22%	-91*	0.0	-2	0	-8
CCOCc1nnc(NC(=O)C2c3ccccc3Oc3ccccc32)s1	1.0%	12	5	-8%	-17	3.5	-1	30	x
C=CCN1C2CCCC1CC(NC(=O)Nc1cccc(C(C)=O)c1)C2 (stereo unspecified)	2.6%	-13	-1	-18%	-4	1.6	-3	3	-15
Cc1cc(C)n(C(=O)COc2ccccc2C)n1	2.1%	8	-9	-10%	-5	4.2	-4	2	-29
COc1ccc(NC(=O)C/C(C)=N/NC(=O)c2ccccn2)c(OC)c1	1.4%	30*	4	-8%	-32	0.4	0	0	1
COc1ccc(CNC(=O)COC(=O)c2cc(-c3cccs3)nc3ccccc23)cc1OC	5.8%	1	4	-18%	8	1.2	-3	10	-8
CCCCN(CC)CCCNC(=O)CS(=O)(=O)Cc1nc(-c2cccc(OC)c2)oc1C	-0.5%	3	-5	4%	-4	-0.4	-4	0	-5
CCNc1nc(N)c(C(=C(C#N)C#N)c2ccccc2)s1	7.7%	-18	-1	301%[activator]	2	0.9	-5	-1	-7
COc1ccc(CC(=O)Nc2ccccc2C(=O)N2CCCC2)cc1	0.5%	9	-2	-3%	-4	-0.1	-4	1	-10
O=S(=O)(/C=C/c1ccccc1)N1CCOCC1	0.3%	-4	8	-12%	-2	0.0	-3	3	4
O=C(O)c1ccc(S(=O)(=O)Nc2ccc(O)c(Sc3nc4ccccc4s3)c2)cc1	1.4%	5	-4	-2%	-18	0.6	-3	4	2
COc1ccc(Cl)cc1-c1n[nH]c(=S)o1	6.3µM*	1	11	8%	-5	0.1	9	0	9
Cc1ccc2c(C)c(C(=O)NCc3ccc(S(N)(=O)=O)cc3)oc2c1C	2.1%	14	1	-1%	-4	-3.8	-3	4	6
CCCCn1c(=O)c2oc3ccccc3c2n(CC(=O)Nc2cccc(Cl)c2C)c1=O	17%	-3	-3	-4%	-3	0.5	-2	0	2
O=C(C1CCCO1)N1CCN(C(=S)Nc2ccc(Cl)c(Cl)c2)CC1 (stereo unspecified)	-2.4%	13	1	-8%	1	0.7	-1	9	-6
Cc1ccccc1NC(=O)N1CCN(C(=O)c2ccco2)CC1	0.4%	1	13	-4%	1	0.2	1	2	6
CCCOc1ccc(Cn2c(O)cc(=O)[nH]c2=O)cc1	-2.3%	-4	-2	-16%	-4	1.2	4	4	-22
O=C(Nc1ccc(-c2nc3ccccc3s2)c(O)c1)c1ccc(Br)cc1	u	-9	8	149%[activator]	-10	0.3	2	0	-33*
Cc1nnc(NC(=O)CSc2ncc(-c3ccccc3)[nH]2)s1	-0.9%	-4	4	-10%	-5	0.4	-3	1	0
Cc1nc(/C(N)=N/OC(=O)c2ccccc2Cl)c(C(F)(F)F)o1	0.9%	-4	1	-5%	-6	-0.2	0	3	4
O=c1c2ccccc2c(-c2ccc(O)cc2)nn1-c1cccc(C(F)(F)F)c1	2.8%	-7	-5	-12%	u	0.5	-18	3	-16
Cc1ccc(S(=O)(=O)NNC(=O)c2ccc3ccccc3n2)cc1	1.9%	1	2	-18%	-2	-0.1	0	1	-13
Cc1nnc(C)n1/N=C/c1cccn1C	0.9%	4	0	-5%	4	0.1	-4	1	3
O=C(NCC1CCCO1)c1cccc(NS(=O)(=O)c2ccc(Br)cc2)c1 (stereo unspecified)	-0.9%	0	5	x	17	-0.1	-5	9	5
CNc1ncc(C(=O)C(C)(C)C)s1	3.5%	-3	-4	u	-7	0.6	1	2	-16
Cc1ccc(CSCCNC(=O)/C=C/c2ccccc2Cl)cc1	-2.9%	-12	2	u	-2	1.1	-5	15	-14
CCc1ccc(C(=O)NNC(=O)c2n[nH]c(=O)c3ccccc23)cc1	1.6%	-2	-7	x	-5	-0.4	3	-1	15
COc1ccc(NC(=O)CSc2nc3c(c(=O)n2-c2ccccc2OC)SCC3)cc1	2.4%	-7	-3	-3%	2	0.3	-2	0	-23
CCc1cccc(NC(=O)c2cnc(SC)nc2-c2ccccc2)c1	0.8%	5	2	u	-15	0.6	2	0	8
COCCn1c(C)cc(C(=O)CSc2nnc3ccccn23)c1C	1.1%	-8	-3	-5%	x	0.2	x	0	-27
O=C1CCCC2=C1C(c1ccc(O)c(O)c1)c1c(ccc3ncccc13)N2 (stereo unspecified)	0.6%	15	5	-2%	-2	-0.8	-1	1	32
O=C(CCCN1C(=O)c2ccccc2C1=O)Nc1ccccc1	1.3%	13	-4	-7%	-1	-0.3	-8	1	-28
CCOc1ccc(CN(C)Cc2cc(=O)oc3cc(C)c(Cl)cc23)cc1	-2.4%	5	1	-8%	-19	-1.2	-3	0	2
COc1ccc(NC(=O)C(=O)NCc2ccco2)c(OC)c1	0.1%	-1	0	-9%	-7	-1.5	1	-1	0
O=C(CCN1C(=O)c2ccccc2C1=O)Nc1ccncc1	-0.7%	4	3	-13%	-12	-0.4	-4	8	-4
COc1ccc(S(=O)(=O)N2CCOC23CCN(S(=O)(=O)c2cc(C)ccc2C)CC3)cc1	0.1%	-3	-6	x	-6	-0.1	-7	-1	6
CCOC(=O)c1cccc(NC(=O)CC2C(=O)N(c3ccc(C)cc3)C(=O)N2Cc2cccc(OC)c2)c1 (stereo unspecified)	-2.0%	-4	4	48%[activator]	2	0.9	-1	4	-3
O=[N+]([O-])c1ccc2[nH]c3c(c2c1)CCCC3	-1.6%	3	0	u	-2	0.0	-12	0	-8
Cc1cccc(NC(=O)c2ccc(C(=O)Nc3cccc(C)c3C)cc2)c1C	1.0%	2	-3	3%	3	-1.0	-1	1	-2
CCCCCN(C(=O)CCC(=O)OCC(=O)N(CC#N)c1ccccc1)c1c(N)n(CCCC)c(=O)[nH]c1=O	-1.4%	-4	-4	x	-5	-0.4	-4	1	21
COc1cccc(/C=N/NC(=S)Nc2cccc(C(=O)O)c2)c1	0.8%	9	2	1%	-3	-0.1	-12	1	-15
CC(=O)c1cccc(NC(=O)c2cccn2-c2nnc(N3CCCCC3)s2)c1	-0.4%	-26	-3	-2%	-21	-0.8	-2	4	-22
COc1ccc(CNC(=O)CCCSc2ccccc2)cc1	0.2%	8	0	-12%	-13	-2.7	x	4	11
Later entries
SMILES	RXFP1 agonist	D2 potentiator	TRHR PAM	Anesthetic bind	RXFP1 antagonist	TRHR ag	D1 PAM	D1 ag	D1 antagonist
Cc1ccc(-c2cc(C(F)(F)F)n3nc(C(=O)Nc4ccc(Cl)cc4Cl)cc3n2)cc1	-0.1%	-2	6	9%	3	1.7	-2	0	-3
CCOC(=O)c1ccc(N=C2SC(C(=O)Nc3ccc(C(=O)O)cc3)CC(=O)N2Cc2cccs2)cc1 (stereo unspecified)	1.1%	5	-7	-15%	-25	-0.3	-4	1	-5
O=C(CSc1ncnc2ccccc12)Nc1ccc2c(c1)OCO2	2.2%	13	5	-17%	x	-0.8	-10	5	-13
Cc1cccc(C)c1NC(=O)C1CCCN1S(=O)(=O)c1ccc2c(c1)n(C)c(=O)c(=O)n2C (stereo unspecified)	19%	-6	-1	-16%	-7	0.1	0	2	2

In the list so far, 4 contain a COOH group.
SMILES	RXFP1 agonist	D2 potentiator	TRHR PAM	Anesthetic bind	RXFP1 antagonist	TRHR ag	D1 PAM	D1 ag	D1 antagonist
CC(Sc1nc(-c2ccccc2)cc(C(F)(F)F)n1)C(=O)O (stereo unspecified)	-1.3%	18	9	-12%	3	0.0	4	1	0
O=C(O)c1ccc(S(=O)(=O)Nc2ccc(O)c(Sc3nc4ccccc4s3)c2)cc1	1.4%	5	-4	-2%	-18	0.6	-3	4	2
COc1cccc(/C=N/NC(=S)Nc2cccc(C(=O)O)c2)c1	0.8%	9	2	1%	-3	-0.1	-12	1	-15
CCOC(=O)c1ccc(N=C2SC(C(=O)Nc3ccc(C(=O)O)cc3)CC(=O)N2Cc2cccs2)cc1 (stereo unspecified)	1.1%	5	-7	-15%	-25	-0.3	-4	1	-5
